mHTT CaM bind – mHTT-calmodulin interaction abrogation | AlphaScreen His-mHTT/GST-CaM binding, luminescence | inhibition, % at 15 µM | P42858 | 190,000 compounds, 3.6% hits | AID 1671202;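 also: 0% = both proteins with DMSO and 100% = one protein alone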
Target sequence (P42858 whole entry, looked up, stated change not applied): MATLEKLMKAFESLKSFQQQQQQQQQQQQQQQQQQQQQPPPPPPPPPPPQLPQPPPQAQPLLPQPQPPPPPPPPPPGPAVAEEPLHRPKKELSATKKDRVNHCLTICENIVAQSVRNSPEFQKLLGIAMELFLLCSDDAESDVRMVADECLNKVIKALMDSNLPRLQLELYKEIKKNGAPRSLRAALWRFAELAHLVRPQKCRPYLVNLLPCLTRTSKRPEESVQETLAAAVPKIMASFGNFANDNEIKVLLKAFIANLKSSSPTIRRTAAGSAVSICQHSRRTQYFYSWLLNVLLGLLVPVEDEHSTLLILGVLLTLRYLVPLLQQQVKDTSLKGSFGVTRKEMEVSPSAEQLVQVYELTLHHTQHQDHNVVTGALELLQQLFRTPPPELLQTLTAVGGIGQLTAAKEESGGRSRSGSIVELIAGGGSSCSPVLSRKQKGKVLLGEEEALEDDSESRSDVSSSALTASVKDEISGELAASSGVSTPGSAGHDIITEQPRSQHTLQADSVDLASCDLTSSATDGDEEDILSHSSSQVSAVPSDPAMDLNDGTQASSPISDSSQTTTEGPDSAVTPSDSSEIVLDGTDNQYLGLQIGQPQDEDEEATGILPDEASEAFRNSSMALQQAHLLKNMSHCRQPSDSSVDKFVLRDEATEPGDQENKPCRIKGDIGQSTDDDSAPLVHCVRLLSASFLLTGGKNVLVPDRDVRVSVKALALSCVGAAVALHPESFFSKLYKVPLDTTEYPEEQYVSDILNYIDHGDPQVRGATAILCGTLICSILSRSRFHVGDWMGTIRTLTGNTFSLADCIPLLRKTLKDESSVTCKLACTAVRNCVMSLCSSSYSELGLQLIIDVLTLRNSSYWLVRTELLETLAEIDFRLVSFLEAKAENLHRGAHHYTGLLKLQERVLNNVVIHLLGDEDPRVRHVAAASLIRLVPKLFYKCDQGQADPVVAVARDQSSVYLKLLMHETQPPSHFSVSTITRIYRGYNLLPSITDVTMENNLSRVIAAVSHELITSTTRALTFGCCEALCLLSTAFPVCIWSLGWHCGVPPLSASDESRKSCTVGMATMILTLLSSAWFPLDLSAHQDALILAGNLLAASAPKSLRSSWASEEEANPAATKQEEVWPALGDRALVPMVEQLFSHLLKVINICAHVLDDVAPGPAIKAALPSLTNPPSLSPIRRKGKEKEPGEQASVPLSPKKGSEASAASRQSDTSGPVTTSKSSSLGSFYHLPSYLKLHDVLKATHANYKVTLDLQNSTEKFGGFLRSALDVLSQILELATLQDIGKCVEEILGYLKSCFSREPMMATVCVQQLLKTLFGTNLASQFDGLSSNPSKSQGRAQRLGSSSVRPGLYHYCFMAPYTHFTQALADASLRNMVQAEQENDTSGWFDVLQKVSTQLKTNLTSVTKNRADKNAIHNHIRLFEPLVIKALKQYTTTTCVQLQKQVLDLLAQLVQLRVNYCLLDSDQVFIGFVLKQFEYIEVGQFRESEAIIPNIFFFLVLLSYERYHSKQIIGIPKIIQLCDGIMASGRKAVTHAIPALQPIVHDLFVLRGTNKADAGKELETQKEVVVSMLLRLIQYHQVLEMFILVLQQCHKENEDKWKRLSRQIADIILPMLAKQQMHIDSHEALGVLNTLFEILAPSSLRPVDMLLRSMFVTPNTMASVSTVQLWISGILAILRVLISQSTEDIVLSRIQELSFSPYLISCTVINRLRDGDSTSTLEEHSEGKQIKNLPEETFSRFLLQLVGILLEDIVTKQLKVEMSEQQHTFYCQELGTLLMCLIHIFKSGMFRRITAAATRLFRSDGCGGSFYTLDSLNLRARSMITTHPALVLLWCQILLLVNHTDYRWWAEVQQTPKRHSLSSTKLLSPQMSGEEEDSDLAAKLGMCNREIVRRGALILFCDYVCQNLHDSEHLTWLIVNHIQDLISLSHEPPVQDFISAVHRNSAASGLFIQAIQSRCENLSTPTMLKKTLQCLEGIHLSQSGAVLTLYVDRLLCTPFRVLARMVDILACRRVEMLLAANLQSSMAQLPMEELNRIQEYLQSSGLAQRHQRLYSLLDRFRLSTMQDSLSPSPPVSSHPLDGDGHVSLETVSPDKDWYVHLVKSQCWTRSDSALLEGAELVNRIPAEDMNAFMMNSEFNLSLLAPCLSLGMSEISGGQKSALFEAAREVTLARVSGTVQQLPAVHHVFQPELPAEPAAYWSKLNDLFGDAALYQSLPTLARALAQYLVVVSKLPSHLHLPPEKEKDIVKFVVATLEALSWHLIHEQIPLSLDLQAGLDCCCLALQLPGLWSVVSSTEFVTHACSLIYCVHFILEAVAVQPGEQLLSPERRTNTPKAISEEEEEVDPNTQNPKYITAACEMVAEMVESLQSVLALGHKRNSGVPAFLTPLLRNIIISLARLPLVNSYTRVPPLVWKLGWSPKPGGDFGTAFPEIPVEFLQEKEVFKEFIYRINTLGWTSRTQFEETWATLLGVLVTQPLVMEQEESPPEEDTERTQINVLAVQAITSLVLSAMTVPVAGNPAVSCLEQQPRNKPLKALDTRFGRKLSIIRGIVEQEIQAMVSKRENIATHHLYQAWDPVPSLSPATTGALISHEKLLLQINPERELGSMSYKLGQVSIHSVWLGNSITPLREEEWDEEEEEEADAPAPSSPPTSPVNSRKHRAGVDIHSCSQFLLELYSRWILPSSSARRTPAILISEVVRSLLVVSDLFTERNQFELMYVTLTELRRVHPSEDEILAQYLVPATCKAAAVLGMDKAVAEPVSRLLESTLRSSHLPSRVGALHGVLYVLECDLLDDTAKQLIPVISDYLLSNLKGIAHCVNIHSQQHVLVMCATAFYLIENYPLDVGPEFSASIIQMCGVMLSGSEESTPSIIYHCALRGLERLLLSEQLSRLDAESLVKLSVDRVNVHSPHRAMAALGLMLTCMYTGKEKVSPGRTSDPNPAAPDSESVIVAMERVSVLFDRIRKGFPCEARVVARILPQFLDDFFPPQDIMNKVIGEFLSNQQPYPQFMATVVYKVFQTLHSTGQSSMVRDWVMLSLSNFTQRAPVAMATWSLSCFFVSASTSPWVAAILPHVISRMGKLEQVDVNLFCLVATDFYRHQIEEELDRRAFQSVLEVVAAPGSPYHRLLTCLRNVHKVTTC
Pf apPOL block – Pf-apPOL DNA polymerase inhibition; Recombinant Pf-apPOL, molecular beacon fluorescence, 1.5 h; inhibition, % at 10 µM; 210,000 compounds, 0.25% hits; AID 1794808
Starred values were filed as active, the others as inactive; nt = not tested or not shown; & = joins results of further samples. Rule as the data show it: active = inhibition above about 50%; inactive = the rest. An excerpt. The share of hits here may be higher or lower than overall.

SMILES	mHTT CaM bind	Pf apPOL block
Cc1ccc(N(CC(=O)Nc2ccc(C(N)=O)cc2)S(=O)(=O)c2ccc(F)cc2)cc1	13.1	-2.9
O=C(NCc1ccccn1)c1cccs1	4.5	2.6
Cc1nc(CSc2ccc3nnc(-c4ccccn4)n3n2)cs1	76.0*	-4.1
O=S(=O)(NCC1(CO)CC1)c1ccccc1Cl	-16.8	5.5
CC(=O)NS(=O)(=O)c1ccc(NC(=O)C(Cl)Cl)cc1	-3.0	-3.3
CC(C)NC(=O)c1ccc(OCC2CCCN(C(=O)CC3CCCCC3)C2)cc1 (stereo unspecified)	-2.8	1.1
Cc1c(O)ccc2c(=O)c(Oc3ccccc3)c(C(F)(F)F)oc12	-4.0&4.0	-0.1&-7.0
Cc1oc(C(C)C)nc1C(=O)NCc1ccccc1C(F)(F)F	-11.2	4.6
COc1ccc(C)cc1NC(=O)c1ccc([N+](=O)[O-])o1	7.5	2.2
Cc1ccc2c(c1)C1=C(C(c3ccccc3F)O2)C(c2ccccc2)n2ncnc2N1 (stereo unspecified)	8.0	-4.0
Cc1cc(OCC(=O)O)c([N+](=O)[O-])cc1Cl	0.9	-5.4
CN(C)C=C1SC(=O)N(c2ccccc2)C1=O	nt	0.9

Part of the list above in order of heavy-atom count, low to high:
SMILES	mHTT CaM bind	Pf apPOL block
O=C(NCc1ccccn1)c1cccs1	4.5	2.6
Cc1cc(OCC(=O)O)c([N+](=O)[O-])cc1Cl	0.9	-5.4
O=S(=O)(NCC1(CO)CC1)c1ccccc1Cl	-16.8	5.5
CC(=O)NS(=O)(=O)c1ccc(NC(=O)C(Cl)Cl)cc1	-3.0	-3.3
Cc1oc(C(C)C)nc1C(=O)NCc1ccccc1C(F)(F)F	-11.2	4.6
CC(C)NC(=O)c1ccc(OCC2CCCN(C(=O)CC3CCCCC3)C2)cc1 (stereo unspecified)	-2.8	1.1
Cc1ccc(N(CC(=O)Nc2ccc(C(N)=O)cc2)S(=O)(=O)c2ccc(F)cc2)cc1	13.1	-2.9

(more compounds)
SMILES	mHTT CaM bind	Pf apPOL block
O=C(NC1CCCC1)C1CCCN(S(=O)(=O)N2CCCCCC2)C1 (stereo unspecified)	13.0	-6.0
O=C(NCc1nc2ccccc2s1)c1cc(F)cc2c1OCOC2	nt	-7.1
CCCNc1cc(N2CCC(CCC(=O)N(C)CCc3ccccn3)CC2)ncn1	4.2	-4.4
COc1ccc(CN2CC(C(=O)NCc3cccc(OC)c3)CC2=O)cc1 (stereo unspecified)	-4.4	-5.9
CCn1nc(C)cc1-c1nnc(-c2ccc(C)cc2)o1	nt	-16.7
CC(=O)c1cccc(NC(=O)c2sc3ccccc3c2Cl)c1	-12.3	1.7
Cc1cccc(-c2ncc(C(=O)N3CCCC3)c(N(C)C)n2)c1	4.0	-24.6
COc1ccc(C2=NC3(CCCCC3)N(CC(=O)Nc3ccc(F)c(F)c3)C2=O)cc1	98.1*	-6.0
Cc1ccccc1NC(=O)c1cncc(Br)c1	-1.0	-4.5
NC(=Nc1nc2ccccc2s1)NC(=O)c1ccccc1N	-10.5	-1.0
Cc1ccccc1C1=NOC(C(=O)N(C)CC(=O)NC2CC2)C1 (stereo unspecified)	-0.5	-1.5
O=C(Nc1ccccc1C(=O)N1CCCCC1CCO)c1ccc(Cl)cc1Cl (stereo unspecified)	0.6	2.4
O=C(Nc1ccc(F)c(Cl)c1)c1ccc2c(c1)OCO2	-3.4	-2.8
CC(C)C(=O)Nc1cnc(-c2ccc(Cl)cc2)nc1	-3.9	-2.0
O=c1[nH][nH]c2nnc(-c3ccccc3)c(-c3ccccc3)c12	nt	3.1
CCOCCCNC(=O)C1CCCN(c2nccnc2Oc2ccc(C)cc2)C1 (stereo unspecified)	-6.8	-7.1
Cc1ccccc1N1CCN(C(=O)c2ccc(Cl)cc2Cl)C(C)C1=O (stereo unspecified)	-0.7	-0.7
Fc1ccccc1CSc1nc2ccccc2o1	-86.0	-0.4
CCCCC[C@H](C)N1C[C@H](COCc2ccccc2)Oc2cc(N3CC[C@H](N(C)C)C3)ccc2S1(=O)=O	-13.6	-37.0
CCCCNC(=O)CSc1ncnc2nc[nH]c12	-1.0	-0.1
CC(C)(C)c1ccc2c(c1)N(CC(=O)N1CCC3(CC1)OCCO3)C(=O)CO2	-5.0	-9.9
Cc1ccccc1-n1nc2c(c1NC(=O)C1CC1)CSC2	60.0*	-6.3
CC1CCCC(C)N1C(=O)c1nn2c(c1Cl)NC(c1ccco1)CC2C(F)(F)F (stereo unspecified)	25.0	13.2
CC(C)CNc1nc2c(c(=O)n(C)c(=O)n2C)n1Cc1c(F)cccc1Cl	15.0	7.9
COc1cccc(NC(=O)C(=O)NC2CC2)c1	0.7	-10.2
CC=C(C)C(=O)OC1CC2(C)CCC(C(C)C)C2(O)CCC1(C)O (stereo unspecified)	nt	13.9
CC1(C)CC(=O)C2=C(C1)OC(N)=C(C#N)C2c1cccc([N+](=O)[O-])c1 (stereo unspecified)	6.1	-7.5
Cc1cc2[nH]c3c(c2cc1C)CC(NC(=O)C1CCCC1)CC3 (stereo unspecified)	44.8	38.8
Cc1ccc(NC(=O)C2CCN(c3cc(N4CCSCC4)ncn3)CC2)cc1F	6.4	-1.6
Cc1cccc(N(CC(=O)N2CCN(c3ccccc3)CC2)S(C)(=O)=O)c1C	-1.3	-7.0
O=C(CCc1csc2nc(C3CC3)cn12)N1CCN(c2ccccc2F)CC1	9.4	-9.3
COc1ccc2oc(=O)c(C(=O)N3CCN(C/C=C/c4ccccc4)CC3)cc2c1	26.0	-3.6
O=S(=O)(NC1CCCCCC1)c1ccc(F)cc1	-14.9	nt
Cn1cnnc1SCC(=O)N1c2ccccc2C(C)(c2ccccc2)CC1(C)C (stereo unspecified)	15.0&23.8	1.6&-1.2
Cc1ccc(CN2C(=O)NC3(CCN(C(=O)c4cccc(C#N)c4)CC3)C2=O)cc1	4.3	-5.8
O=C(c1ccc2[nH]ccc2c1)N1CCC2(CC1)NC(=O)N(Cc1cccc(Cl)c1)C2=O	18.6	-6.8

Taken from above:
In mHTT CaM bind, Cc1c(O)ccc2c(=O)c(Oc3ccccc3)c(C(F)(F)F)oc12 has -4.0&4.0
In mHTT CaM bind, COc1ccc(C)cc1NC(=O)c1ccc([N+](=O)[O-])o1 has 7.5

Following part.
SMILES	mHTT CaM bind	Pf apPOL block
Nc1nc2n(n1)C(c1ccc(F)cc1)CC(c1ccccc1)N2 (stereo unspecified)	9.5	-0.7
CCOC(=O)CNC(=O)N1CCOc2ccc(C)cc21	1.0	-2.7
COc1ccc(C2=NN(C(C)=O)C(c3ccccc3OCc3ccccc3)O2)cc1 (stereo unspecified)	22.0	6.8
CC1CCCCC1NC(=O)c1cc2ccccc2o1 (stereo unspecified)	-6.4	11.7
CC1CCC(N2CCN(c3ccccc3)CC2)C1 (stereo unspecified)	7.7	0.4
CNS(=O)(=O)Cc1ccc([N+](=O)[O-])cc1	nt	-3.7
CCCCN1CC(COCc2ccccc2)Oc2cccc(Oc3cc(C)c(C)c(C)c3)c2S1(=O)=O (stereo unspecified)	1.7	-4.7
COc1cc(C(=O)Nc2cc3nn(-c4ccc(C)cc4)nc3cc2Cl)cc(OC)c1OC	-3.1	-5.0
Cc1c(Cl)cccc1NC(=O)c1ccc([N+](=O)[O-])o1	0.8	-9.4
COc1cc(C(=O)Nc2cc(C)on2)cc(OC)c1OC	-1.8	2.0
O=C(CCC1CCCCC1)Nc1ncn[nH]1	8.0	2.0
O=C1CC(c2ccccc2)CC2=C1C(c1cccs1)Nc1ccccc1N2 (stereo unspecified)	9.0	-3.4
O=C1CSC(c2ccc(Br)cc2)N1c1ccc(Cl)cc1 (stereo unspecified)	-11.0	-3.3
CCc1cccc(C)c1NC(=O)C1c2ccccc2Oc2ccccc21	3.2	-1.3
CCN1C(=O)C(O)(CC(=O)c2ccc([N+](=O)[O-])cc2)c2ccccc21 (stereo unspecified)	0.6	-10.2
Cc1ccccc1OCC(=O)Nc1cccc(I)c1	-32.8	-0.5
CCN(CC)S(=O)(=O)c1ccc2oc(C(=O)Nc3ccc(C)c(Cl)c3)c(C)c2c1	15.0	-7.6
Cc1onc(-c2ccc3c(c2)OCO3)c1-c1ccc(N(C)C)nc1	4.6	-4.7
NC(=O)c1ccccc1NC(=O)CSCc1cccc(Cl)c1	-5.4	-4.8
CC(C)C(=O)N1CCC(CCOc2cccc(F)c2)CC1	-7.0	-3.9
CCOC(=O)CN1CC23C=CC(O2)C(C(=O)NC2CCCCC2)C3C1=O (stereo unspecified)	-1.4	-7.2
Fc1ccc(N2CCN(c3ncc(C(F)(F)F)cc3Cl)CC2)cc1	-18.3	-0.6
COc1ccc(Cl)cc1C(=O)Nc1nc2ccc(S(C)(=O)=O)cc2s1	1.0	0.9
C=CCNC(=O)COc1ccc(Cl)c(C)c1	-2.0	-4.6
COc1ccc(Cn2c(=O)n(C)c(=O)n(C)c2=O)cc1[N+](=O)[O-]	-2.1	-26.9
O=C(c1cccn(Cc2cccc([N+](=O)[O-])c2)c1=O)N1CCCc2ccccc21	-11.7	2.0
O=C(NCCCN1CCN(Cc2ccccc2)CC1)c1cn2cc(C(F)(F)F)cc(Cl)c2n1	nt	-0.9
COc1cc(/C=C2\C(=O)NC(=O)N(c3ccccc3C)C2=O)cc(OC)c1OC	3.0	-1.9
O=C(Nc1ccc([N+](=O)[O-])cc1)N1CCCc2ccccc21	6.7	-0.9
O=C(CN1C(=O)C2C3C=CC(C3)C2C1=O)Nc1ccc([N+](=O)[O-])cc1 (stereo unspecified)	3.3	0.1
COc1ccc(Br)cc1C(=O)Nc1ccc2oc(-c3cccnc3)nc2c1	-1.0	-6.7
COc1ccc(-c2cc3c4nnc(CCC(=O)NCc5cccs5)n4ccn3n2)cc1	-2.6	7.4
COc1ccc(C2CCCN2C(=O)c2cc(-c3ccc(F)cc3)on2)cc1 (stereo unspecified)	-7.7	8.7
COc1cccc(-c2nc(C3CCN(C(=O)c4ccc(Cl)c(Cl)c4)CC3)no2)c1	97.1*	2.1
Cc1nn2c(CNC(=O)c3ccccc3)c(C)nc2s1	5.5	-2.3
COc1cc(NC(=O)Cn2nc([N+](=O)[O-])c(Br)c2C)c(OC)cc1Cl	-2.0	-1.6

Molecules above that have an NH in an aromatic ring, in the order listed:
SMILES	mHTT CaM bind	Pf apPOL block
O=c1[nH][nH]c2nnc(-c3ccccc3)c(-c3ccccc3)c12	nt	3.1
CCCCNC(=O)CSc1ncnc2nc[nH]c12	-1.0	-0.1
Cc1cc2[nH]c3c(c2cc1C)CC(NC(=O)C1CCCC1)CC3 (stereo unspecified)	44.8	38.8
O=C(c1ccc2[nH]ccc2c1)N1CCC2(CC1)NC(=O)N(Cc1cccc(Cl)c1)C2=O	18.6	-6.8
O=C(CCC1CCCCC1)Nc1ncn[nH]1	8.0	2.0

Additional results follow:
SMILES	mHTT CaM bind	Pf apPOL block
CC(=O)N1CCN(C(=O)c2cc3sccc3n2Cc2cccc(F)c2)CC1	15.7	-2.8
CC1(C)Cc2ccccc2-c2nnnn21	-2.6	-10.4
Cc1ccccc1-c1cc(N2CCN(C(=O)c3ccccc3F)CC2)ncn1	-0.8	0.8
Cc1ccc(C)c(N(C)S(=O)(=O)c2ccc3[nH]cc(C(=O)N4CCCCC4)c(=O)c3c2)c1	24.0	1.8
Cc1ccc(Cl)cc1NC(=O)c1cc2c(=O)n3cccc(C)c3nc2s1	0.0	-10.9
Cc1oc2ccccc2c1-c1cn2c(n1)SCC2	33.0	-4.2
COc1ccc(C(=O)Nc2cccc(NC(=O)c3ccccc3Cl)c2)cc1[N+](=O)[O-]	23.9	1.7
O=C(NCCNc1ccc(Nc2ccncc2)nn1)c1ccc(F)cc1Cl	-2.3	-2.4
COCCN1C(=O)CCc2cc(NC(=O)c3cccc(C#N)c3)ccc21	0.2	-3.4
Cc1ccc(NC(=O)N2CC3CC(NS(=O)(=O)c4ccccc4)C2C3)c(C)c1 (stereo unspecified)	-0.9	-3.2
COc1nn(C)cc1C(=O)Nc1ccc(C(=O)Nc2cc(C)ccn2)cc1	-9.7	-9.4
CCN1C(=O)COc2ccc(-c3noc(-c4ccccc4C)n3)cc21	-5.0	-0.9

Screens deposited in PubChem BioAssay by University of Kansas High Throughput Screening Laboratory.
